Screens from PubChem.
GLP1R inv ag = inverse agonists of human GLP-1 receptor | Potency, µM (series often up to 38.3 µM), for the others: at the highest dose activity change, negative = inhibition, usual class: inhibitors | AID 624417 | actives 1.6% (n = 410,000) | P43220 | HEK293 GLP-1R CRE-luciferase, luminescence, 24 h; GLP-1R form is constitutively active; further: potency means the concentration at half of the fitted maximal effect; on the % scale 0 is the no-effect control and ±100 the full control effect; nearly all actives have a fitted effect of over 55% in size
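Cells are plated, allowed 12 hours at 37 deg C, then treated with compounds for 24 hr before luciferase detection reagent is added and luminescence is read after 12 min at room temperature. The HEK293 line carries constitutively active GLP-1R with a cAMP-responsive reporter.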
DRD3 antagonist = antagonists of human D3 dopamine receptor; max response, negative = inhibition, %; D3R cells, DiscoveRx beta-arrestin luminescence, antagonist mode; active compounds read low; actives 2.5% (n = 360,000); P35462; in the data active means max response below about -50%; inconclusive means no clear call, values can overlap the other calls; further: on the % scale 0 is the no-effect control and ±100 the full control effect; mostly tested at two doses, the higher about 12 µM
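Cells plated overnight at 1500 cells/well, then exposed to library compounds with dopamine controls for 90 minutes at 37 degrees C. DiscoveRx reagent added for 30–60 minutes at room temperature; luminescence read, quantitative HTS format.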
IL-2 act = activators of IL-2 | actives 0.065% (n = 360,000) | activation, % (series mostly up to about 46 µM) | IL-2 activation reporter assay, cell-based qHTS; stimulated with anti-CD3/CD4/CD28 beads; in transgenic mouse T cells; in the data active means activation above about 50%; inconclusive means mostly about 30% to 49%; further: 0% is about no effect
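Unstimulated transgenic mouse T cells; 60-min compound exposure; bead-based TCR/CD4/CD28 stimulation; 18 h culture, 37 degrees C; dual fluorescence (EGFP, DsRed) plate cytometry.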
HEK293 tox = cytotoxicity in counter-screen for GLP-1R inverse agonists; HEK293 cAMP-luciferase reporter cells, luminescence, 24 h; Potency, µM (doses to about 38.3 µM), for the others: top-dose activity change, negative = inhibition, actives largely listed as inhibitors; actives 0.13% (n = 410,000);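 further: loss of luciferase light is scored as toxicity; potency means the concentration at half of the fitted maximal effect; on the % scale 0 is the no-effect control and ±100 the full control effect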
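1536-well qHTS counterscreen of the MLSMR; 200 cells/uL, 12 h pre-incubation, 23 nL cpd, 24 h at 37 deg C 5% CO2, luciferase detection reagent, 12 min RT, luminescence. Inhibition = undesired.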
DRD3 agonist = agonists of human D3 dopamine receptor. P35462. D3R DiscoveRx beta-arrestin cells, luminescence, 90 min. max activation, %. actives 0.58% (n = 410,000). AID 652048; in the data active means max activation above about 30%; further: 0% is about no effect; mostly tested at two doses, the higher about 12 µM
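Cells at 1500/well, incubated overnight, then treated with pinned compounds (dopamine as control) for 90 min at 37 degrees C. DiscoveRx reagent added for 30 - 60 minutes at room temperature; luminescence read.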
PI5P4Ka inh = blocks human PI5P4K alpha kinase activity. PI5P4Kalpha enzyme, ADP-Glo luminescence, 60 min; active compounds read low. actives 1.2% (n = 330,000). max response, %; active means max response of -50% or lower; inconclusive means between -30% and -50%; inactive means -30% or higher; further: value at the top dose of about 77 µM; on the % scale 0 is the no-effect control and ±100 the full control effect
Target sequence (P48426 whole entry, looked up): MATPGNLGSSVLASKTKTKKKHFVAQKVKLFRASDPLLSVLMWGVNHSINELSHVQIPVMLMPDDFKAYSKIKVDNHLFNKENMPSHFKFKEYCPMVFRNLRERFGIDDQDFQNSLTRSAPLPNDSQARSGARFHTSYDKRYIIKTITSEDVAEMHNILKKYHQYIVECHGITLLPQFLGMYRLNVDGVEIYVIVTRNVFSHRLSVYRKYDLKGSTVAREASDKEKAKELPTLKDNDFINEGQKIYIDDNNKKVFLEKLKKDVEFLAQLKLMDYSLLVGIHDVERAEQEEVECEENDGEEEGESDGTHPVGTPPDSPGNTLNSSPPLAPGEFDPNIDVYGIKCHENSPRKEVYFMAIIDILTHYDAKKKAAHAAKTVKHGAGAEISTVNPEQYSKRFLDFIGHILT
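Compounds were pin-transferred onto PI5P4Kalpha and substrate in HEPES pH 7.4 buffer with EGTA, CHAPS and 5% DMSO. ATP (5 microM final) started the reaction, which ran 60 minutes at room temperature before ADP-Glo detection.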
WRN inhibitor = inhibitors of human WRN helicase | Q14191 | WRN helicase unwinding, fluorescent forked duplex, kinetic | Potency, µM (highest dose often 114 µM), without a hit: top-dose activity change, negative = inhibition, usual class: inhibitors | actives 0.46% (n = 360,000) | AID 651768; further: potency means the concentration at half of the fitted maximal effect; on the % scale 0 is the no-effect control and ±100 the full control effect; nearly all actives have a fitted effect of over 55% in size
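Kinetic fluorescence helicase assay: unwinding of a quenched forked DNA duplex (100 nM final) with 2 mM ATP final raises red fluorescence (525/598 nm). Compounds sat 15 min at room temperature with 20 nM WRN beforehand.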
PLK1 PBD block = PLK1 (human) polo-box domain binding inhibition. P53350. Plk1 PBD binding of FITC phosphopeptide, fluorescence polarization. Potency, µM, for the others: max response, negative = inhibition, most hits filed as inhibitors. actives 2.8% (n = 360,000). AID 720504; further: potency means the concentration at half of the fitted maximal effect; series mostly up to about 57 µM; on the % scale 0 is the no-effect control and ±100 the full control effect; nearly all actives have a fitted effect of over 65% in size
Target sequence (P53350 whole entry, looked up, the tested form may be a part): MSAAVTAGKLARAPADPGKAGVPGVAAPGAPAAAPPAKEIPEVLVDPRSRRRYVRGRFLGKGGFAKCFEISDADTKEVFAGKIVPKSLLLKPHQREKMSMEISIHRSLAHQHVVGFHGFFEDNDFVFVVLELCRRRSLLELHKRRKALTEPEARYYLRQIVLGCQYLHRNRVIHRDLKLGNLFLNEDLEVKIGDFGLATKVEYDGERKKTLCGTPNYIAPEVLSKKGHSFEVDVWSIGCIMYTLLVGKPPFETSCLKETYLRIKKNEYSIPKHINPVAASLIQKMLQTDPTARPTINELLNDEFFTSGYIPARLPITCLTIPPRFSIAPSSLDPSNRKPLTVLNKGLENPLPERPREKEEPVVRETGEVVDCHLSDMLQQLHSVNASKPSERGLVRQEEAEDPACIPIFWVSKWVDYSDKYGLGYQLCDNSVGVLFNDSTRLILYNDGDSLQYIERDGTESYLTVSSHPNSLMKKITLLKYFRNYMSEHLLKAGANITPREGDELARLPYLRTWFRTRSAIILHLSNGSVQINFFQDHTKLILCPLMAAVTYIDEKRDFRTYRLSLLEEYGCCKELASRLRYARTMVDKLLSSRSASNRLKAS
GLP1R ag = agonists of human GLP-1 receptor. P43220. HEK293 GLP-1R CRE-luciferase, luminescence, 4-6 h; cells express a hypersensitive GLP-1R form. Potency, µM (highest dose often 45.6 µM), for the others: top-dose activation, hits mostly activators. actives 0.007% (n = 380,000). AID 624172; further: potency means the concentration at half of the fitted maximal effect; % of control where 0% means no effect
An asterisk follows results filed as active; ? = inconclusive; . = not tested or not shown; [ ] = dose if it differs, or a comment. Unless noted, the call rests on the fitted dose curve; in most records, active means well fitted curve in the direction sought with a large enough effect; inconclusive means small, poorly fitted or top-dose-only effect, or another doubt; inactive means no such curve, though single readings can be large; an effect the other way counts as inactive or inconclusive.

SMILES	GLP1R inv ag	DRD3 antagonist	IL-2 act	HEK293 tox	DRD3 agonist	PI5P4Ka inh	WRN inhibitor	PLK1 PBD block	GLP1R ag
COc1ccccc1OCC(=O)Nc1ccc2c(c1)OCCO2	15%	-2	-0.3	2%	-1	2	-4%[57.1 µM]	1%	14%
CCCNC(=O)C1CCC(CNS(=O)(=O)c2ccc3c(c2)N(C(C)=O)CCO3)CC1 (stereo not given)	7%	22	0.0	-15%	1	1	-2%	-2%	4%
O=C(CCSc1nc(-c2ccco2)cc(C(F)(F)F)n1)Nc1ccc2c(c1)OCO2	?	22	-0.6	-24%	3	5	1%	-4%	7%
COc1cc(OC)cc(-c2oc(=O)c3cc(OC)c(OC)cc3c2C#CCCO)c1	28%	19	0.9	56%[activator]	7	4	0%	0%	-5%
Cc1ccccc1-n1nc(C)c2cc(C(=O)N3CCN(S(=O)(=O)c4ccc(F)cc4)CC3)sc21	3%	12	-2.5	-2%	-25	.	2%	2%	-7%
Nc1c(C(=O)NCc2ccco2)sc2nc3c(cc12)C(=O)CCC3	49%[activator]	-7	-3.4	-1%	0	.	?	?	-7%
O=c1[nH]c(=O)n(C(c2ccccc2)(c2ccccc2)c2ccccc2)cc1N(CCO)CCO	10µM*	0	-3.3	7%	-12	-2	-4%	-8%	-1%
CCOC1(C(F)(F)F)NC(=O)N(Cc2ccc(OC)cc2)C1=O (stereo not given)	-23%	24	-1.1	6%	2	2	-2%	-1%	-8%
COCCCC1CCN(C(=O)C2CCC(=O)N(C3CCCCCC3)C2)CC1 (stereo not given)	13%	-15	-2.9	-5%	-6	4	?	-4%	5%
O=C(c1cccnc1Nc1ccccc1F)N1CCOCC1	1%	-6	-0.3	2%	-4	2	6%	-17%	2%
COC(=O)c1ccc(-c2nc(O)c(C)s2)cc1	9%	-14	-2.4	-2%	-4	-30	2%	7.5µM*	1%
O=C(Nc1ccc(F)c(F)c1)c1oc2ccccc2c1NC(=O)C1CCCO1 (stereo not given)	4%	6	-1.2	1%	5	1	-3%	7%	4%
CCn1cc(CN2CCC(n3nccc3NC(=O)CCCc3ccccc3)CC2)c(C)n1	-17%	-16	-3.3	-5%	-22	4	-7%	-8%	0%
COCCNC(=O)C(=O)NCC1OCCN1S(=O)(=O)c1ccc(C)cc1 (stereo not given)	6%	6	-1.2	4%	15	0	-26%	0%	-6%
CC1CCN(C(=O)c2cc3c(ccc4ccccc43)o2)CC1	10µM*	-2	1.1	25%	-15	-2	8%	0%	-1%
CC(C)(C)OC(=O)NCCC(=O)N/N=C/c1cccc2nccnc12	6%	-4	1.1	14%	-2	-6	-18%	-10%	4%
O=C(O)CS(=O)CC(=O)Nc1cccc(C(F)(F)F)c1 (stereo not given)	?	-9	-3.1	6%	-5	0	-2%	-17%	-1%
Cc1cccc2[nH]c(CN(C)C(=O)C3CCC(=O)N(C4CC4)C3)nc12 (stereo not given)	-9%	-3	1.1	-1%	-5	7	2%	-1%	-4%
O=C(COC(=O)CNC(=O)c1ccc(Cl)cc1Cl)NCC1CCCO1 (stereo not given)	27%	0	-0.4	1%	6	4	-7%	-3%	-3%
Cc1ccc(S(=O)(=O)N2CCC(=O)N([C@H](COCc3cccc(C(F)(F)F)c3)C(C)C)CC2)cc1	?	-19	-0.7	2%	2	-1	-5%	-2%	3%

Looked up above:
`CCOC1(C(F)(F)F)NC(=O)N(Cc2ccc(OC)cc2)C1=O` (stereo not given) – GLP1R inv ag: -23%
`COCCCC1CCN(C(=O)C2CCC(=O)N(C3CCCCCC3)C2)CC1` (stereo not given) – IL-2 act: -2.9
`O=C(c1cccnc1Nc1ccccc1F)N1CCOCC1` – DRD3 agonist: -4
`CCn1cc(CN2CCC(n3nccc3NC(=O)CCCc3ccccc3)CC2)c(C)n1` – PLK1 PBD block: -8%
`COC(=O)c1ccc(-c2nc(O)c(C)s2)cc1` – DRD3 agonist: -4

6 entries from above, bar-delimited:
SMILES | GLP1R inv ag | DRD3 antagonist | IL-2 act | HEK293 tox | DRD3 agonist | PI5P4Ka inh | WRN inhibitor | PLK1 PBD block | GLP1R ag
COc1cc(OC)cc(-c2oc(=O)c3cc(OC)c(OC)cc3c2C#CCCO)c1 | 28% | 19 | 0.9 | 56%[activator] | 7 | 4 | 0% | 0% | -5%
O=C(Nc1ccc(F)c(F)c1)c1oc2ccccc2c1NC(=O)C1CCCO1 (stereo not given) | 4% | 6 | -1.2 | 1% | 5 | 1 | -3% | 7% | 4%
Cc1ccc(S(=O)(=O)N2CCC(=O)N([C@H](COCc3cccc(C(F)(F)F)c3)C(C)C)CC2)cc1 | ? | -19 | -0.7 | 2% | 2 | -1 | -5% | -2% | 3%
Cc1ccccc1-n1nc(C)c2cc(C(=O)N3CCN(S(=O)(=O)c4ccc(F)cc4)CC3)sc21 | 3% | 12 | -2.5 | -2% | -25 | . | 2% | 2% | -7%
O=C(c1cccnc1Nc1ccccc1F)N1CCOCC1 | 1% | -6 | -0.3 | 2% | -4 | 2 | 6% | -17% | 2%
COCCNC(=O)C(=O)NCC1OCCN1S(=O)(=O)c1ccc(C)cc1 (stereo not given) | 6% | 6 | -1.2 | 4% | 15 | 0 | -26% | 0% | -6%

Continuation.
SMILES	GLP1R inv ag	DRD3 antagonist	IL-2 act	HEK293 tox	DRD3 agonist	PI5P4Ka inh	WRN inhibitor	PLK1 PBD block	GLP1R ag
Cc1ccc(-n2nc3c(c2NC(=O)C2CC2)CS(=O)(=O)C3)cc1C	54%[activator]	1	-0.7	6%	7	5	-24%	1%	0%
CNC(=S)N/N=C/c1c(C)cccc1Cl	?	3	-0.3	?	-17	-9	?	-12%	6%
CSc1nc2c(c(=O)n1Cc1ccccc1)SC(C)C2 (stereo not given)	?	13	0.2	9%	7	.	-13%	-10%	13%
CCNc1nc(NC(C)C)nc(NC(C)(C)C)n1	?	11	2.1	-2%	2	-1	-1%	0%	0%
O=C(CCN1C(=O)[C@@H]2Cc3ccccc3CN2C1=O)NCc1ccccc1	10%	-5	0.9	8%	-6	-4	-5%	3%	-3%
COc1cc(/C=N\Nc2nc3ccccc3o2)cc(OC)c1OC	-1%	-6	-0.7	?	-5	.	-19%	-4%	9%
CC(N=c1ccccn1C(=O)Nc1cccc(C(F)(F)F)c1)c1ccco1 (stereo not given)	?	7	-0.8	-5%	2	5	-7%	-5%	6%
O=C(CSc1nnc(NC2CCCCC2)s1)NN1C(=O)NC2(CCCCC2)C1=O	17%	-28	0.4	51%[activator]	-5	1	2%	-20%	1%
COc1cc2c(cc1OC)CN(C(=O)CCNS(=O)(=O)c1ccc(Br)cc1)CC2	12%	8	-2.8	-11%	5	3	-1%	1%	-20%
Cc1ccc2ccccc2c1NC(=O)CNCc1ccccc1	?	14	-0.7	0%	4	-14	7%	-3%	6%
CCOc1ccc(C(=O)N2CCN(c3ncccn3)CC2)cc1	-3%	-13	0.5	-9%	-1	-2	4%	-5%	2%
Cc1cccc(N2CCN(C(=O)c3cc4c(=O)oc5ccccc5c4s3)CC2C)c1 (stereo not given)	9%	.	.	1%	-1	.	.	.	0%
CC(=O)Nc1ccc(NC(=O)C(c2ccccc2)c2ccccc2)cc1	-6%	5	2.3	-3%	-3	1	9%	4%	-3%
C=CCOc1ccccc1/C=C/C(=O)O	0%	17	-0.5	8%	2	0	-2%	-2%	-8%
CCOC(=O)Cn1c(=O)n(CC2CCCO2)c2nc(-c3ccccc3)nc(C(N)=O)c21 (stereo not given)	-3%	.	.	1%	6	.	.	.	7%
COc1ccccc1CNC(=O)[C@H](Cc1c[nH]c2ccccc12)NC(=O)[C@@H]1Cc2ccccc2CN1	-9%	-2	1.0	3%	-5	-5	6%	-7%	-2%
O=C(NCc1cccs1)C1CCCN(S(=O)(=O)c2cccc3cccnc23)C1 (stereo not given)	-14%	19	1.3	2%	0	-3	-1%	?	-5%
O=C(CC(O)(C(F)(F)F)C(F)(F)F)Nc1ccc(Cl)c(Cl)c1	-24%	6	-3.2	?	7	.	-5%	-2%	-9%
CC1CCN(C(=O)c2[nH]cnc2C(=O)Nc2ccccc2)CC1	0%	-7	-0.1	6%	-17	1	3%	3%	5%
COc1ccc(S(=O)(=O)N2CCOC23CCN(S(=O)(=O)c2c(C)cc(C)cc2C)CC3)cc1	-30%	0	1.0	5%	7	2	-8%	1%	14%
COc1cc2nc(CCc3ccccc3)oc(=O)c2cc1OC	9%[7.66 µM]	1	0.4	2%[7.66 µM]	1	-10	-5%	-5%	-2%
O=C(NCCc1ccc([N+](=O)[O-])cc1)c1ccccc1	4%	8	0.1	1%	3	-4	4%	2%	-4%
COc1ccc(C)cc1NC(=O)c1nc2nc(C)cc(C)n2n1	3%	14	3.0	-10%	6	-2	-1%	5%	0%
Cc1cccc(NS(=O)(=O)c2ccc([N+](=O)[O-])cc2)n1	12%	3	0.6	2%	-1	-8	1%	-19%	-5%
CCOC(=O)c1c(NC(=S)Nc2ccccc2)sc2c1CCCCC2	12%	-19	-0.9	7%	7	.	-1%	-5%	8%
Cc1ccc(C)c(C(=O)NCc2ccncc2)c1	2%	-12	0.1	-5%	3	-2	5%	-3%	-10%
